PNC inhibitor: blocks assembly of the perinucleolar compartment; PC3M PTB-GFP, PNC prevalence imaging, 16 h; active compounds read low; activity change (PNC), negative = inhibition, % at 10 µM; 3.1% of 140,000 active;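 active = readout at or below -70, meaning at least 70% loss of cells showing the perinucleolar compartment, a nuclear body marking cancer cells; inconclusive = readout between -30 and a set limit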;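 also: plate controls were DMSO wells for no effect and camptothecin positive control wells for full effect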
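Read-out is percentage of cells bearing a perinucleolar compartment, from automated 20x imaging of fixed, Hoechst-stained PC3M PTB-GFP cells. Cells were seeded 4 h, then exposed 16 h to compound (23 nl of library stock) in duplicate plates.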
12-hLO inh: blocks human 12-lipoxygenase activity; P18054; purified 12-hLO, xylenol orange hydroperoxide absorbance; Potency, µM (titrated, usually from 57.1 µM), without a hit: top-dose activity change, negative = inhibition, usual class: inhibitors; 0.12% of 150,000 active; AID 1452; also: potency is read from the fitted curve at half-maximal effect; nearly all actives have a fitted effect of over 55% in size; many of its hits are not listed in these tables
Target sequence (P18054 whole entry, looked up): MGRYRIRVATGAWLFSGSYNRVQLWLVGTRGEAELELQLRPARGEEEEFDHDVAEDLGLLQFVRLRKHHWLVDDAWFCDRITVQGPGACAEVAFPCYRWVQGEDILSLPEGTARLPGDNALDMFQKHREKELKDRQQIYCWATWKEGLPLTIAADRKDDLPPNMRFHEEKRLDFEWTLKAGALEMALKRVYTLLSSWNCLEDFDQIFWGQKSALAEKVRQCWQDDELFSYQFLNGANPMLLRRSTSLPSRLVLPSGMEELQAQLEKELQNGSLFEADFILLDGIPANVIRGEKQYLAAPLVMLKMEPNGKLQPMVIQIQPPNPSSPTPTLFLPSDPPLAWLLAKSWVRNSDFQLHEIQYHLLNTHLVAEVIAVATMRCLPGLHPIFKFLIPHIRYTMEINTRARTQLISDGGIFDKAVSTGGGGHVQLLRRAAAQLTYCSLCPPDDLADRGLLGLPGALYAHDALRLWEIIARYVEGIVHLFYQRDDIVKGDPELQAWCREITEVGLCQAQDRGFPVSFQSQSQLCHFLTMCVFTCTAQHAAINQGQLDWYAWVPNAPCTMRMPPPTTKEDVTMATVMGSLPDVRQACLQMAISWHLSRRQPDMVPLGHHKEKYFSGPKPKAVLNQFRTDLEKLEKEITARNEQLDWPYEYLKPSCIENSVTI
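Purified human 12hLO (150 nM final) was preincubated with compounds for 15 min at room temperature in 25 mM Hepes pH 7.0, 0.01% Triton X-100, then reacted with 40 uM arachidonic acid for 30 min. Hydroperoxide was detected with ferrous iron/xylenol orange.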
ALOX15B inhib: 15-hLO-2 (ALOX15B) enzyme inhibition; Potency, µM (top dose mostly 57.1 µM), without a hit: top-dose activity change, negative = inhibition, hits mostly inhibitors; O15296; 0.56% of 110,000 active; AID 881; purified 15hLO-2, xylenol orange hydroperoxide absorbance; also: potency is read from the fitted curve at half-maximal effect; nearly all actives have a fitted effect of over 60% in size; many of its hits are not listed in these tables
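Purified human 15hLO-2 (50 nM final) preincubated with compounds 15 min at room temperature in 25 mM Hepes pH 7.5, 0.01% Triton X-100, then 45 uM arachidonic acid added for 90 min; hydroperoxide detected via ferrous/xylenol orange, 573/405 nm absorbance ratio.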
IMPase inh: cell-permeable inhibitors of inositol monophosphatase (IMPase); P97697; inhibition (IP1 accumulation), % at 46.1 µM; 120,000 tested, under 10 active; AID 901; CHO-M1 cells, IP1 accumulation, HTRF TR-FRET ratio; active = well fitted curve in the direction sought with a large enough effect in the signal ratio, not every such curve was filed as active; inconclusive = small, poorly fitted or top-dose-only effect, or a change in a side signal; inactive = no such curve, though single readings can be large or run the other way; the % refers to the signal ratio;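 also: cells stimulated with carbachol in lithium chloride buffer; plate controls were DMSO basal wells for no effect and reference inhibitor wells for full effect; higher means more IMPase inhibition seen as more IP1 and lower FRET ratio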
Target sequence (P97697 whole entry, looked up): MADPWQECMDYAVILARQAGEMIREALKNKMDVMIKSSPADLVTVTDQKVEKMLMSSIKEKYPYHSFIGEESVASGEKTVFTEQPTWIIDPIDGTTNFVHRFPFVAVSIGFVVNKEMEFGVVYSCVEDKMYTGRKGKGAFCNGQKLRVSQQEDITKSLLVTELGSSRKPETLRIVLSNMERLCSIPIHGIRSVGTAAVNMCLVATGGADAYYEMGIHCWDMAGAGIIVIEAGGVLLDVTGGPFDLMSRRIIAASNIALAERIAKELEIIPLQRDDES
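In this qHTS, compounds (final up to 46 uM) act on CHO-M1 cells that are then activated through the M1 receptor with carbachol, in pH 7.4 buffer containing 50 mM LiCl, for 30 min. IP1 accumulation is quantified by the IP-One immunoassay.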
* = called active by the depositor; ? = inconclusive; . = no result given; & = joins results of further samples; [ ] = remark or other dose. Unless noted, calls follow the shape of the dose curve; as a rule, active = well fitted curve in the direction sought with a large enough effect; inconclusive = small, poorly fitted or top-dose-only effect, or another doubt; inactive = no such curve, though single readings can be large; an effect the other way counts as inactive or inconclusive. Unless noted, % is scaled to controls: 0 for no effect and ±100 for the full control effect. A portion of the library, so the mix of outcomes need not match the whole.

SMILES | PNC inhibitor | 12-hLO inh | ALOX15B inhib | IMPase inh
CCC(=O)Nc1sc2c(c1C#N)CC(C)(C)NC2(C)C | 33 | 7% | 0% | -4
CCOCCCn1c(=S)[nH]c2cc3c(cc2c1=O)OCO3 | ? | 0% | 7% | 0
Cc1ccc(S(=O)(=O)n2ccc3cccnc32)cc1 | -100* | -4% | . | -4
C=CCn1c(C#N)c(N)sc1=N | ? | -9% | 0% | 0
CCCn1c(-c2ccc(F)cc2)nc2c(NCCN3CCOCC3)nc(C)nc21 | . | -1% | 1% | .
Cn1cc(C(=O)NCc2ccccc2F)cn1 | -26 | -4% | . | .
CCc1nccn1S(=O)(=O)c1ccc(Br)cc1Br | 19 | 0% | -10% | 8
CCOC(=O)c1cc2c(nc1N)CC(C)(CC)OC2 (stereo not given) | 14 | 4% | -20% | -3
O=C1CCCN1CCCNS(=O)(=O)c1ccc(Cl)c(C(=O)N2CCOCC2)c1 | ? | -1% | -2% | -1
CCc1ccc(N(CC(=O)O)S(=O)(=O)c2c(C)noc2C)cc1 | 7 | 1% | -5% | -1
Cc1nc2c(-c3ccc(F)cc3)c(C)nn2c(C)c1CCC(=O)N1CCN(c2ccc(F)cc2)CC1 | -2 | -1% | 21% | 8
Cn1c([N+](=O)[O-])cnc1COC(N)=O | 15 | 1% | 2% | -1[20.6 µM]
OCc1cc(C(O)CNCCCCCCOCCCCc2ccccc2)ccc1O (stereo not given) | . | -6% | 38%[activator] | 0
Cc1nccn1CC(=O)N/N=C/c1ccc(O)c(O)c1 | -22 | 0% | . | 7
COc1ccc(-n2c(SC3CCOC3=O)nc3ccccc32)cc1 (stereo not given) | 15 | -3% | -6% | -3
CCSc1nnc(NC(=O)C(CC)Oc2ccccc2)s1 (stereo not given) | 68 | -8% | -29% | 6
Cc1ccc(-n2ncc3c(N4CCCC4)ncnc32)c(C)c1 | ? | -6% | -5% | 4
Cc1cc(C(=O)N/N=C/c2cc(Cl)cc([N+](=O)[O-])c2O)c2ccccc2n1 | ? | -14% | . | .
COC(=O)c1ccccc1NC(=O)CN(Cc1ccc(Cl)cc1)S(C)(=O)=O | -21 | -10% | 8% | 8
O=C(CSc1nc2ccccc2s1)Nc1ccc(Cl)c(S(=O)(=O)N2CCOCC2)c1 | 8 | 2% | . | -2

Single records, as listed above. Screens in order: PNC inhibitor	12-hLO inh	ALOX15B inhib	IMPase inh
Record of Cc1nccn1CC(=O)N/N=C/c1ccc(O)c(O)c1 = -22	0%	.	7
Record of Cc1nc2c(-c3ccc(F)cc3)c(C)nn2c(C)c1CCC(=O)N1CCN(c2ccc(F)cc2)CC1 = -2	-1%	21%	8

Later entries.
SMILES | PNC inhibitor | 12-hLO inh | ALOX15B inhib | IMPase inh
O=C(Nc1cccn2ncnc12)c1ccc(Cl)cc1Cl | 66 | -2% | -1% | 6
CCC(c1nnnn1CCOC)N1CCN(C(=O)c2ccco2)CC1 (stereo not given) | -24 | -4% | -3% | 1
COc1ccc(-c2noc(-c3ccccc3-c3ccccc3)n2)cc1OC | ? | -6% | 13% | 8
COc1ccc(-c2nnc(SCCC(=O)O)n2-c2ccccc2)cc1 | -2 | -2% | -4% | 11
Cc1ccc(Cn2c(/C=C/c3ccco3)nc3ccccc32)cc1 | -19 | ? | . | 6
C=CCN(CC=C)C(=O)Cn1cnc([N+](=O)[O-])n1 | -8 | -4% | . | 15
COC(=O)C1=C(C)N=C2SCCC(=O)N2C1/C=C/c1ccccc1 (stereo not given) | 13 | 2% | 5% | 15
CC(C)(C)c1ccc(/C=C/C(=O)Nc2ccc3c(c2)OCCO3)cc1 | . | -7% | 17% | .
Cc1ccc(NC(=S)C2=C(O)c3sccc3N(C)S2(=O)=O)cc1 | 29 | ? | ? | -6
COc1ccc(CCNC(=O)CN(C)S(=O)(=O)c2cccc3nsnc23)cc1OC | 6 | -8% | 7% | -4
NC(=O)N[C@H](CC(=O)O)C(=O)O | . | 2%[11.4 µM] | 2%[11.4 µM] | .
COc1cc(-c2nc(N)n[nH]2)cc(OC)c1OC | 37 | -6% | 28% | ?
COc1ccc([N+](=O)[O-])cc1NC(=O)c1ccc(N(Cc2ccccc2Cl)S(C)(=O)=O)cc1 | ? | 0% | . | -7
O=[N+]([O-])C(=C1Nc2ccccc2N1)/C(Cl)=C(/Cl)Br | -20 | -4% | . | .
CC12CC(c3ccccc3O1)C(/C(N)=N/NC(=O)c1ccc(F)cc1)C(=O)N2 (stereo not given) | -29 | 0% | . | 2
O=C(COc1ccc2ccccc2c1)N/N=C/C1CC=CCC1 (stereo not given) | 13 | -1% | . | .
CCN(CC)C(=O)N1CCC(NC(=O)c2ccccc2)CC1 | -9 | -4% | -5% | 6
Cc1cc(C)cc(N(CC(=O)NCc2ccco2)S(=O)(=O)c2c(C)noc2C)c1 | 28 | -4% | 2% | 7
COc1ccc(Br)cc1C(=O)Nc1cccc(C)c1C | -16 | 3% | . | .
COc1ccc(/C=N/NS(=O)(=O)c2ccc(C)cc2)cc1OC(=O)c1ccccc1 | -26 | ? | -4% | 23
CC(=O)c1cccc(N(CC(=O)NCC2CCCO2)C(=O)CCC(=O)Nc2cc(C)on2)c1 (stereo not given) | -100* | -2% | 6% | 2
O=C(Nc1cccc(C(F)(F)F)c1)NC1CCCCC1 | 8 | -4% | -5% | 3
COc1ccc(N2CCN(S(=O)(=O)/C=C/c3ccccc3)CC2)cc1 | 3 | 1% | 1% | 10
Cc1oc(-c2ccccc2)nc1Cn1cccc1C1=NC(c2ccccc2)CO1 (stereo not given) | 68 | 3% | 28% | -2
COc1ccc2[nH]c3c(NCCN(C(C)C)C(C)C)ncnc3c2c1 | 22 | -3% | 26% | 7
CCOC(=O)c1sc2nc(C)nc(SCC(=O)NC(C)CCc3ccccc3)c2c1C (stereo not given) | 15 | -9% | . | .
O=C(NCCc1ccccn1)c1cc(-c2ccccc2Cl)nc2ccccc12 | -25 | -3% | . | -7
COc1ccc(CC(=O)NC(C)c2nnc(SCC(=O)Nc3nc(C)cs3)n2C)cc1 (stereo not given) | ? | 0% | -1% | 11
CSc1nc(NCCOCCO)c2sc3nc(-c4ccco4)c4c(c3c2n1)CCC4 | 5 | -21% | ? | -11
Cc1cc(NC(=O)CN2CCCC(C)C2)n(-c2nc3ccccc3s2)n1 (stereo not given) | 22 | -5% | 14% | -15
Nn1c(SCC(=O)NCCC2=CCCCC2)nnc1C(F)(F)F | ? | 0% | 3% | -10
CCC(Sc1ccc2nnc(-c3ccc(F)cc3)n2n1)C(=O)O (stereo not given) | -13 | -12% | ? | -25
COCCNC(=S)N/N=C/c1ccc(N2CCOCC2)cc1 | ? | 11% | . | .
CCS(=O)(=O)c1nnnn1-c1ccccc1S(C)(=O)=O | -117* | -1% | 3% | -10
O=C(CCCCn1c(=O)[nH]c2ccsc2c1=O)NCc1cccnc1 | 8 | -1% | . | 2
CCC1=C(OC(=O)N(CC)CC)N2C(=O)OC(=NCC(=O)OC)[C@]2(Cc2ccccc2)[C@H]2C1=CC[C@H]1C(=O)N(c3ccccc3)C(=O)[C@H]12 | . | -2% | -2% | .
O=C(CCNS(=O)(=O)c1cccc2nonc12)NC1CCCc2ccccc21 (stereo not given) | ? | 0% | -2% | 5
CC1CCN(CCCCOc2ccccc2Br)CC1 | -28 | 2% | . | .
CC1CCN(S(=O)(=O)c2ccc3c(c2)C(=NO)c2cc(S(=O)(=O)N4CCC(C)CC4)ccc2-3)CC1 | 11 | -3% | -8% | 10
O=C(c1ccc(COc2c(F)c(F)cc(F)c2F)o1)N1CCN(c2ccc(Cl)cc2)CC1 | -23 | -15% | 0% | 14
CCOC(=O)c1oc2ccccc2c1NC(=O)c1ccc(S(=O)(=O)N2CCCC2)cc1 | -16 | -6% | -6% | ?
O=C(Cn1c(=O)sc2ccccc21)NCc1ccccn1 | ? | -1% | 1% | 13
CCOC(=O)c1cnn(-c2nc(-c3ccccc3)cs2)c1C(F)(F)F | 51 | -10% | 13% | 4
CCn1c(=S)sc2c(=O)n(-c3ccccc3)c(SCC(=O)NCc3ccco3)nc21 | -11 | -7% | -11% | -26
CC(C)N(Cc1nc(-c2ccc(Cl)cc2)no1)C(=O)CCC1CCCC1 | ? | -13% | 4% | 10
COC(=O)c1ccc(-c2nc(-c3cccs3)no2)cc1 | 23 | 7% | -1% | 1
CCCCCCCC(=O)N/N=C(\C)c1ccc(O)cc1O | 25 | -15% | . | .
CC1=Nn2c(nc3sc4c(c3c2=O)CCCC4)SC1 | 48 | -6% | . | .
CCOc1ccc(-c2nnc3ccc(SC)nn23)cc1 | -7 | -3% | -4% | -5
Cc1ccc(NC(=O)N2CCCC2C(=O)NCc2cccs2)cc1 (stereo not given) | 18 | 4% | . | -4
CCc1nc2oc3cc(OC)ccc3c(=O)c2c(=O)n1-c1ccccc1 | 33 | -3% | -2% | -1
O=C(NCc1ccco1)c1sc(=S)n2c1[nH]c(=O)c1ccccc12 | 32 | ? | ? | 0
CC1CCc2nc3ccc(S(=O)(=O)N4CCC(C(=O)NC5CCCC5)CC4)cc3c(C(=O)O)c2C1 (stereo not given) | -8 | 0% | 1% | 2
Cn1ncc(Cl)c1C(=O)NC(=S)Nc1sc2c(c1C#N)CCCCC2 | 85 | -2% | ? | -4
Cc1cc(C)nc(N2CCCC(C(=O)Nc3nnc(C(C)C)s3)C2)n1 (stereo not given) | -100* | -2% | . | -6
Cc1cccc2sc(N(CCCN(C)C)C(=O)c3nc4ccccc4s3)nc12 | -118* | -1% | . | .
CCCCOC(=O)n1c(SCC(=O)N(C)C)nc2ccccc21 | 17 | 2% | 1% | 4
O=C(c1ccncc1)N1CCC[C@@]2(CCN(c3ncccn3)C2)C1 | . | 0% | -3% | .
C=CCc1cc(C)ccc1OCCn1ccnc1 | 4 | 2% | 42%[activator] | 3
O=C(CCN1C(=O)C2C3C=CC(C3)C2C1=O)NCc1cccnc1 (stereo not given) | 28 | -1% | 0% | -6

3 compounds already listed, arranged by the value under ALOX15B inhib, descending:
compound	ALOX15B inhib
CC(C)N(Cc1nc(-c2ccc(Cl)cc2)no1)C(=O)CCC1CCCC1	4%
CCCCOC(=O)n1c(SCC(=O)N(C)C)nc2ccccc21	1%
CCOc1ccc(-c2nnc3ccc(SC)nn23)cc1	-4%

3 entries from above, with values under each structure:
Every second line gives: PNC inhibitor | 12-hLO inh | ALOX15B inhib | IMPase inh
O=C(CCCCn1c(=O)[nH]c2ccsc2c1=O)NCc1cccnc1
→ 8 | -1% | . | 2
CCC1=C(OC(=O)N(CC)CC)N2C(=O)OC(=NCC(=O)OC)[C@]2(Cc2ccccc2)[C@H]2C1=CC[C@H]1C(=O)N(c3ccccc3)C(=O)[C@H]12
→ . | -2% | -2% | .
O=C(CCNS(=O)(=O)c1cccc2nonc12)NC1CCCc2ccccc21 (stereo not given)
→ ? | 0% | -2% | 5

(continued)
SMILES | PNC inhibitor | 12-hLO inh | ALOX15B inhib | IMPase inh
COC(=O)[C@H](Cc1ccccc1)NC(=O)N1CCC(C)CC1 | -1 | -4% | -6% | 4
CCC(O)OC(O)CC (stereo not given) | . | 6%&1% | 3%&-15% | .
O=C1COc2ccc(C(=O)NCc3ccco3)cc2N1 | 35 | 1% | 1%[2.29 µM] | -2
C=CCc1cc(C)ccc1OCCOCCC(C(=O)OCC)C(=O)OCC | ? | -2% | . | .
COC(=O)c1c(C)oc2ccc(N(C(=O)c3ccncc3)S(=O)(=O)c3ccc(C)cc3C)cc12 | 30 | -1% | . | .
CCNC(=O)CSc1ncnc2sccc12 | 9 | 2% | -14% | -1
C=CCn1c(COc2ccc(F)cc2)nnc1SCC(=O)N1CC(=O)Nc2ccccc21 | -28 | -6% | 6% | 6
COCCn1c(SCC(=O)Nc2ccc3c(c2)CCC3)nc2ccccc2c1=O | ? | 4% | . | .
COc1cc(C2(O)CCCCC2C)cc(OC)c1OC (stereo not given) | ? | 7% | . | .
